HTRA1 inhibitor: blocks human HTRA1 serine peptidase; Q92743; recombinant HTRA1, FP-rhodamine activity-based probe, fluorescence polarization; inhibition, % at 5.96 µM; actives 0.5% (n = 340,000); in the data active = inhibition above about 36%;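 also: 0% = enzyme with DMSO and 100% = wells lacking enzyme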
GC-B act: GC-B (human) receptor activation. AID 1920062. actives 0.11% (n = 370,000). P20594. activation, % at 10 µM. HEK293-GC-B cells, CNP EC30, cGMP TR-FRET; 0% at EC30 CNP, 100% saturating CNP;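 active = activation at 10 µM reaching about 35% in either raw or pattern-adjusted values, limit read from the data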
GC-A act: GC-A (human) enzyme activation; HEK293 GC-A cells, cGMP TR-FRET, EC30 ANP; 0% at EC30 ANP, 100% saturating ANP; activation, % at 10 µM; actives 0.14% (n = 370,000); AID 1671463; in the data active = activation above about 40%
SIAE primary: inhibitors of human sialic acid acetylesterase SIAE; Q9HAT2; SIAE FP-Rh probe binding, fluorescence polarization; inhibition, % at 9.66 µM; actives 0.69% (n = 370,000); AID 1053197;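 active = inhibition above a cutoff: mean of compounds within the control limits plus 3 SD of those, cut at about 17% in these data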;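 also: 0% = plate median of compound wells and 100% = probe without SIAE protein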
mABHD4 FP: inhibitors of mouse ABHD4. Q8VD66. purified mABHD4, FP-Rh probe fluorescence polarization. inhibition, % at 8.92 µM. actives 0.54% (n = 370,000). AID 720543;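 active = inhibition exceeding the mean over every tested compound plus 3 SD, cut at about 30% in these data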;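 also: 0% = plate median of compound wells and 100% = S159A mutant with DMSO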
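system = mouse ABHD4 enzyme, wild type | medium = HEPES pH 7.0, NaCl, Pluronic buffer | also added = FP-Rh probe | incubation = Enzyme–compound pre-incubation 45 min, then probe 60 min, both 25 °C | technique = fluorescence polarization, excitation 525 nm, emission 598 nm, BODIPY TMR filters | controls = S159A mutant high control, sample median low control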
UHRF1 binding: blocks human UHRF1 binding to methylated DNA | Q96T88 | UHRF1 binding to methylated oligo, TR-FRET | inhibition, % at 4.4 µM | actives 0.75% (n = 370,000) | AID 687016; in the data active = inhibition above about 21%;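 also: UHRF1 SRA domain binding a hemimethylated CpG hairpin DNA probe; 0% = median of test compound wells and 100% = reference inhibitor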
rCAG binder: r(CAG) repeat RNA binding; TO-PRO-1 dye displacement fluorescence; actives 1.3% (n = 370,000); inhibition, % at 3 µM;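 active = inhibition above the plate cutoff, the mean of all test compounds on that plate plus 3 SD, cut at about 35% in these data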;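 also: 0% = DMSO alone and 100% = 100 µM mitoxantrone as full dye displacement; higher means more dye released from RNA so lower well fluorescence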
PRMT1 inh: blocks human protein arginine methyltransferase 1. recombinant PRMT1, activity-based probe fluorescence polarization. inhibition, % at 2.79 µM. actives 1.3% (n = 370,000);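 active = inhibition above about 21% made by adding two undisclosed values, limit read from the data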
Target sequence (Q99873 whole entry, looked up): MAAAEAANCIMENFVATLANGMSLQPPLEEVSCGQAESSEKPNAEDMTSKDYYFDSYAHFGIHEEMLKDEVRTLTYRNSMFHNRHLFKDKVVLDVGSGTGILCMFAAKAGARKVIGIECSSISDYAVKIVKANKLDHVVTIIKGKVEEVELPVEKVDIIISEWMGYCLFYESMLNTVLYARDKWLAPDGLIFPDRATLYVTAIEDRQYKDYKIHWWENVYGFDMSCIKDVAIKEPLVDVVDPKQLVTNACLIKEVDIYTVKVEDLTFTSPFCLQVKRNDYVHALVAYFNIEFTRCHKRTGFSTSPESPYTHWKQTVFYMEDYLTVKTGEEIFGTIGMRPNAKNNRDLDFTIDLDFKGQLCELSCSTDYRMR
TCR-CD3 inh: inhibitors of human TCR-CD3 interaction; TAMRA-labeled TCR probe fluorescence, biochemical; inhibition, % at 9.4 µM; actives 0.37% (n = 360,000); in the data active = inhibition above about 19%;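 also: recombinant mutant TCR 2C K166C tagged with TAMRA read by polarization; 0% = receptor in buffer alone and 100% = receptor with positive control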
MBD2 inh: blocks human MBD2 binding to methylated DNA; TR-FRET, MBD2 binding to methylated oligonucleotide; inhibition, % at 4.4 µM; actives 0.31% (n = 370,000); AID 686964; in the data active = inhibition above about 13%
Target sequence (Q9UBB5 whole entry, looked up): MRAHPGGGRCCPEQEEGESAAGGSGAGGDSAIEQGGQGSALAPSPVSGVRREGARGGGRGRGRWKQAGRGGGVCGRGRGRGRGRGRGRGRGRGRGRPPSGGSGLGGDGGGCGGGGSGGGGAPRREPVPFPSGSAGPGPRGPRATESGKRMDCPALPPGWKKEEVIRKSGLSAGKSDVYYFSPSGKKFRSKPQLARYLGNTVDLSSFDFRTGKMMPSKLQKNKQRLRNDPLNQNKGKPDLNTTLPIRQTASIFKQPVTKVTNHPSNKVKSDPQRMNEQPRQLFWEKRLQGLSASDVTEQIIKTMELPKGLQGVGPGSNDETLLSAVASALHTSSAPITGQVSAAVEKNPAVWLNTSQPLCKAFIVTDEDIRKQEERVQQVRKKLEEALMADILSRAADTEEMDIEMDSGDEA
Numbers without * were called inactive; . = not tested or not shown. An excerpt; the hit share may differ from the screen's.

SMILES	HTRA1 inhibitor	GC-B act	GC-A act	SIAE primary	mABHD4 FP	UHRF1 binding	rCAG binder	PRMT1 inh	TCR-CD3 inh	MBD2 inh
Cc1ccc(S(=O)(=O)N2CCCOC2CNC(=O)C(=O)NC2CCCC2)cc1 (centres undefined)	-4	1	1	-10	-7	2	0	-3	-1	2
COC(=O)C[C@H](NC(=O)Cn1cc(C)c(=O)[nH]c1=O)C(=O)OC	7	4	-1	1	-3	4	1	3	4	4
O=C1NCC(O)=C1C=Nc1ccccc1O	6	-1	3	6	-1	12	1	-2	0	1
COc1ccc(NC(=O)NCCc2cccc(Cl)c2)cc1OC	-1	8	9	-1	-3	0	-4	-2	5	0
CCCOC(=O)C1NC(=O)N2C(C(=O)OCCC)C(C)(C)S[C@H]12 (some centres undefined)	2	8	0	3	7	-1	-10	-2	8	-6
Cc1c(NC(=O)C(C)OC(=O)C(NC(=O)c2ccco2)C(C)C)c(=O)n(-c2ccccc2)n1C (centres undefined)	5	4	3	3	5	0	-3	2	-6	2
COc1cc(/C(C)=N/N2CCN(Cc3ccc(C)cc3)CC2)ccc1O	0	3	0	7	-6	5	-2	5	-6	4
COc1ccccc1N1C(=O)C2C(C(=O)c3ccccc3)=NN(c3ccc(C)cc3)C2C1=O (centres undefined)	.	-6	4	-6	-1	4	3	3	2	-3
c1ccc2c(c1)[nH]c1ccccc12	-15	-6	0	-2	-5	0	-1	-2	6	-2
NC(=O)c1cc(S(=O)(=O)NCc2cccc(Br)c2)cs1	2	0	-4	-1	-1	17	3	1	-1	3
CCOc1ccc(N2CC(C(=O)Nc3ccccn3)CC2=O)cc1 (centres undefined)	-9	-2	-2	9	0	0	-5	-4	-1	-1
CCc1ccccc1NC(=O)CN(C)C(=O)CSc1nnc(Nc2ccc(C)cc2)s1	-4	1	-5	-3	7	-1	-1	0	1	2
CCc1sc(C(=O)NC)cc1Br	-3	4	-1	1	-1	-1	4	-1	0	2
CC(C)CNc1nc(Oc2ccc(=O)[nH]n2)nc(N2CCOCC2)n1	2	2	1	-6	-1	0	2	-3	4	-4
CC(=O)c1cccc(NC(=O)C(C)OC(=O)CCn2c(C)csc2=O)c1 (centres undefined)	3	1	0	0	4	-1	2	2	-1	2
CCNC(=S)NNC(=O)c1cccc(Br)c1	-6	3	-2	1	7	0	0	-1	5	3
CCN1CCCC1CNCC(O)COc1ccc(C(C)(C)C)cc1C (centres undefined)	-5	-2	-3	3	8	3	-5	-2	11	-4
NS(=O)(=O)c1cccc(NC(=O)CSc2nnc(C3CC3)n2Cc2ccccc2)c1	2	0	-4	-3	4	-1	4	3	-3	-1
COc1ccc(C(=O)NC2=NCCS2)cc1	2	3	2	0	9	2	-4	3	0	4
C=CCNC(=O)CSc1cc([N+](=O)[O-])cc(S(=O)(=O)Cc2ccccc2)c1	0	0	3	11	10	-2	16	7	5	3

Look-ups from above.
Value for `COc1ccc(C(=O)NC2=NCCS2)cc1` under GC-A act: 2
Value for `Cc1c(NC(=O)C(C)OC(=O)C(NC(=O)c2ccco2)C(C)C)c(=O)n(-c2ccccc2)n1C` (centres undefined) under PRMT1 inh: 2
Value for `COc1ccccc1N1C(=O)C2C(C(=O)c3ccccc3)=NN(c3ccc(C)cc3)C2C1=O` (centres undefined) under SIAE primary: -6
Value for `NS(=O)(=O)c1cccc(NC(=O)CSc2nnc(C3CC3)n2Cc2ccccc2)c1` under PRMT1 inh: 3
Value for `NC(=O)c1cc(S(=O)(=O)NCc2cccc(Br)c2)cs1` under rCAG binder: 3
Value for `COc1ccc(NC(=O)NCCc2cccc(Cl)c2)cc1OC` under rCAG binder: -4

Remaining list, next part.
SMILES	HTRA1 inhibitor	GC-B act	GC-A act	SIAE primary	mABHD4 FP	UHRF1 binding	rCAG binder	PRMT1 inh	TCR-CD3 inh	MBD2 inh
Cc1ccc(C)c(S(=O)(=O)N2CCN(C(=O)Cc3ccccc3)CC2)c1	0	0	2	3	5	3	-6	-2	-1	-2
CC(OC(=O)c1cccs1)C(=O)NCc1cccs1 (centres undefined)	1	-1	4	3	-8	-3	2	-3	2	2
Cc1nn(CCOc2ccccc2)c(=O)n1-c1ccccc1F	-4	5	6	-1	5	0	-2	-2	1	-3
COc1ccc(C(=O)NC(=S)Nc2cccc(Cl)c2N2CCOCC2)cc1[N+](=O)[O-]	7	-8	-3	-8	-4	4	4	-1	6	-1
CCOc1cc2[nH]c(=S)n(CCC(=O)NCc3ccc(OC)cc3)c(=O)c2cc1OCC	9	-7	-2	-1	1	1	-3	0	6	0
O=C(NCCC(=O)N1CCOCCOCCOCCOCC1)OCc1ccccc1	-2	3	2	-7	-1	1	-5	1	-4	0
O=C(CSCc1ccccc1Cl)Nc1ccc2c(c1)OCCO2	-5	1	-1	12	2	-1	-1	1	12	1
Cc1nnc(N2C(=O)C(=O)/C(=C(/O)c3ccc4c(c3)OCCO4)C2c2ccc([N+](=O)[O-])cc2)s1 (centres undefined)	-6	3	3	-5	11	-1	30	2	5	0
COc1cccc(Nc2nc(C(N)COCc3ccccc3)cs2)n1 (centres undefined)	.	-9	-15	3	14	-2	8	-2	-2	2
COCc1cc(SC2CCCCC2)nc(C)n1	3	6	3	1	-1	0	-2	-4	-2	-8
NC(Cc1ccc(Cl)cc1)c1csc(Nc2ccc(C(F)(F)F)cn2)n1 (centres undefined)	.	0	-4	-2	32*	-4	10	-2	6	3
CCSc1nc(-c2cccnc2)ccc1C#N	-9	-5	-8	-4	-12	19	-5	6	-4	12
Cc1c(S(=O)(=O)NCCc2ccccc2)c(=O)n(C)c(=O)n1C	0	0	1	1	3	-1	5	1	-8	1
CC(C)c1ccc(/C=C2\C(=O)N(CCN3CCOCC3)C(=S)N2C)cc1	.	-2	-4	-1	4	22*	-3	-3	5	-3
COc1ccc(C2=CCC3CCCCN3C2)cc1OC (centres undefined)	-1	4	1	1	-3	3	-4	-3	-2	5
O=C(CCN1C(=O)/C(=C/c2ccccc2)SC1=S)N[C@@H](CO)Cc1ccccc1	-17	-7	-10	-9	-9	2	3	5	-6	-4
COCCCn1c(=O)c2sccc2n2c(CCCC(=O)NCc3ccc(OC)cc3)nnc12	5	-3	5	-1	1	3	-10	3	-8	2
C=CCOCC(O)Cn1c(N2CCCC2)nc2c1c(=O)n(C)c(=O)n2C (centres undefined)	7	-1	-2	1	-2	-1	-7	-5	-3	-4
CCOC(=O)N1CC=C2C(C#N)=C(N)C(C#N)(C#N)[C@H](c3ccccc3OCC)[C@H]2C1	7	-10	-3	7	3	1	0	6	4	1
COc1ccc(C(=O)CCC(=O)NCc2cc(OC)cc(OC)c2)cc1	-1	-3	-2	-3	0	3	0	2	-5	2
CCOC(=O)c1sc2nc(C)nc(SC(C)C(=O)NC3CC3)c2c1C (centres undefined)	6	-7	2	-1	-6	2	1	4	-5	-2
COCCCn1c(SCC(=O)Nc2ccc(C(C)=O)cc2)nc2ccccc2c1=O	-8	4	1	-2	-8	8	9	3	4	6
O=C(Nc1ccccc1Cc1ccccc1)C1CC(=O)N(c2ccc3c(c2)OCCO3)C1 (centres undefined)	2	-1	-5	-19	-6	14	5	-2	-4	-2
CC1CCCC(NC(=O)COC(=O)c2ccccc2[N+](=O)[O-])C1C (centres undefined)	4	-6	0	-477	-1	1	-5	-1	1	0
CCCc1cc2c(OC(=O)CC)c(-c3ccc(C(=O)OCC)o3)c(=O)oc2cc1OC	-6	-5	6	-2	14	24*	38*	5	-9	10
COc1ccc(/C=C2/CN(Cc3ccc(OC)cc3OC)C3=NC(c4ccc5ccccc5c4)CC(=O)N32)cc1 (centres undefined)	.	-5	-4	-6	-15	1	.	4	.	3
CN(CCOc1ccc(Cl)cc1)CC(=O)Nc1ccc(OC(F)(F)F)cc1	-25	2	-2	-3	-11	-2	-7	4	6	2
Cc1ccc(NS(=O)(=O)c2c(C)nc3sccn3c2=O)c(C)c1	-9	-11	-5	-2	-1	0	3	3	-9	4
COC(=O)CNC(=O)C(CCSC)NC(C)=O (centres undefined)	3	1	0	7	1	0	-2	1	10	-6
Cc1ccc(C(=O)N2CC(=O)Nc3ccc(F)cc3C2c2ccc(F)cc2)cc1[N+](=O)[O-] (centres undefined)	-3	-2	-3	-2	0	-3	3	-2	1	-7
COc1ccc(/C=C/C2=NN(Cc3ccccc3)C(=O)CC2)cc1	-14	-3	-4	3	-2	15	-5	-3	0	5
O=C(NCCc1ccccc1)Nc1ccc2c(c1)OCO2	-7	5	3	3	2	-3	-1	-3	8	-3
C=CC(=O)Nc1cccc(Oc2ncnc3[nH]cc(-c4cnc5ccccc5c4)c23)c1	-36	-3	-6	-33	-22	-1	16	1	4	-4
CCCC1CCC2(CCCN2CCOC(=O)Nc2ccc(Br)cc2)CC1 (centres undefined)	.	-3	-3	0	7	3	.	1	.	5
COc1cccc(C2SCC(=O)N2c2ccc(Cl)cc2)c1OC (centres undefined)	-1	-12	-19	5	-4	-2	-4	-2	7	1
O=C(Cc1csc(-c2cccc(Cl)c2)n1)Nc1cccc(S(=O)(=O)NC2=NCCC2)c1	-14	1	1	-5	-4	0	4	0	-5	4
COc1ccc(CCNC(=O)c2ccc3c(SCC(=O)O)c4c(nc3c2)CCCC4)cc1OC	-2	.	.	4	4	-2	13	1	-5	1
CCCOc1ccc(C(=O)Nc2ccc(N(C)C)cc2)cc1	0	4	1	6	3	-1	-5	2	2	3
Cc1cc(C(=O)N/N=C/c2ccc(O)c([N+](=O)[O-])c2)c(C)n1-c1ccc(F)cc1	45*	-3	-11	9	38*	-8	41*	8	3	9
CC(=O)N1SC(N)=NC1c1ccccc1 (centres undefined)	4	6	2	-3	-5	-1	1	-1	3	-2

Fetched by compound from the entries so far, two records:
SMILES	HTRA1 inhibitor	GC-B act	GC-A act	SIAE primary	mABHD4 FP	UHRF1 binding	rCAG binder	PRMT1 inh	TCR-CD3 inh	MBD2 inh
Cc1ccc(NS(=O)(=O)c2c(C)nc3sccn3c2=O)c(C)c1	-9	-11	-5	-2	-1	0	3	3	-9	4
CCCOc1ccc(C(=O)Nc2ccc(N(C)C)cc2)cc1	0	4	1	6	3	-1	-5	2	2	3

(more compounds)
SMILES	HTRA1 inhibitor	GC-B act	GC-A act	SIAE primary	mABHD4 FP	UHRF1 binding	rCAG binder	PRMT1 inh	TCR-CD3 inh	MBD2 inh
O=C(O)CC(Cc1ccc(Cl)cc1)C(=O)NCc1ccccc1 (centres undefined)	-1	-4	5	9	0	-1	2	-1	-1	-8
Cn1cnnc1SCC(=O)N1CCC(Cc2ccccc2)CC1	-5	-1	2	0	4	0	3	4	-7	0
CC(C)CS(=O)(=O)C1=NSC2=NC(=O)/C(=C\c3ccc(OC(=O)c4ccco4)cc3)C(=N)N21	-1	-4	-3	-20	6	11	24	2	-3	0
CC(C)C(=O)NC(=S)Nc1ccc(S(=O)(=O)N2CCN(C)CC2)cc1	6	5	-1	5	3	4	-5	0	2	1
Cc1nnc(SCC(=O)Nc2ccc(S(=O)(=O)N3CCCCC3)cc2)s1	-7	.	.	-2	-7	-4	2	1	0	1
Cc1nc(CSc2nnc(C)s2)cs1	0	2	-2	2	-8	-2	1	-4	4	-8
Cc1ccc(C(=O)OCC(=O)NCc2ccc3c(c2)OCO3)s1	-3	4	2	0	-1	0	0	3	3	3
O=C(NCC(c1ccco1)N1CCCC1)c1ccc(S(=O)(=O)Nc2ccccc2F)cc1 (centres undefined)	2	3	0	-3	2	1	8	0	5	-5
COc1ccc(-c2cc(C(F)(F)F)nc(S(=O)(=O)CCCC(=O)Nc3cccc(O)c3)n2)cc1OC	.	6	5	3	-5	1	3	-1	-3	-2
C/C(=C\c1cccs1)C(=O)c1c(C)cc(C)[nH]c1=O	-6	3	-6	-4	3	-4	-2	-2	0	1

Screening results deposited in PubChem by several laboratories.
